# Compound activity deposited in PubChem by ICCB-Longwood Screening Facility, Harvard Medical School.
# Polio RdRp inh – poliovirus RNA polymerase inhibition; P03300; poliovirus polymerase elongation, fluorescence polarization; stronger effect = lower value; % elongation, % (compound at 16.7 µg/mL); actives 0.66% (n = 150,000); AID 588519; in the data active = % elongation below about 90%; note: some results filed as inactive read as strong as hits
# Target sequence (P03300 1749-2209 limits assumed): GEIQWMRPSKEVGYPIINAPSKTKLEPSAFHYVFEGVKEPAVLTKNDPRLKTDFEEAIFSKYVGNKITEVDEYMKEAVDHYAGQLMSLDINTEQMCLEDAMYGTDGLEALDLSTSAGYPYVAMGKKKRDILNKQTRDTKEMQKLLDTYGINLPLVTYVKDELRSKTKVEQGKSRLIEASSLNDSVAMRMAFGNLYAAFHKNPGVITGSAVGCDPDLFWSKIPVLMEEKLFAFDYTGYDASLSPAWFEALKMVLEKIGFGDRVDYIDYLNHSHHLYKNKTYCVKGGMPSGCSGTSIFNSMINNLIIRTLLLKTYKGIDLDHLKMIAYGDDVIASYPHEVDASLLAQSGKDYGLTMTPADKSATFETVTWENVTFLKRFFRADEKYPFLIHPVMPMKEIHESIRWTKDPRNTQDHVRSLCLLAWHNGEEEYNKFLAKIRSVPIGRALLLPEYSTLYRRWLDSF
# Polio RdRp inh FP z-score – also measured in Polio RdRp inh; calls as there; z-score; measured here: FP z-score; hits read low
# An asterisk follows results filed as active; & = joins results of further samples. An excerpt. The share of hits here may be higher or lower than overall.
structure	Polio RdRp inh	Polio RdRp inh FP z-score
COc1ccc(CCNC(=O)CCn2c(=O)c3ccccc3n(Cc3ccc(Cl)cc3)c2=O)cc1OC	101.0	-1.5
CS(=O)(=O)Nc1ccccc1C(=O)OCC(=O)N1CCC(c2ccccc2)=N1	106.0	0.5
CCOc1ccc(C(=O)COC(=O)Cc2n[nH]c(=O)c3ccccc23)cc1	109.0	1.4
COc1ccccc1CNC(=O)Cn1c(=O)oc2cc(S(=O)(=O)N3CCCC3)ccc21	103.0	-0.7
Cc1ccc(N(C(C)C(=O)O)S(C)(=O)=O)cc1C (stereo unspecified)	100.0	-0.1
CC(CC(=O)NCc1ccc(Cl)cc1Cl)CC1=NS(=O)(=O)c2ccccc2N1 (stereo unspecified)	99.0	-1.8
CN(C)S(=O)(=O)c1ccc(NC2Sc3ccccc3NC2=O)cc1 (stereo unspecified)	100.0	-0.2
COc1ccc(N2CCN(C(=O)CCc3c(C)nn(-c4ccc(N5CCCC5)nn4)c3C)CC2)cc1	103.0	-0.5
CCCc1cc(=O)[nH]c(SCc2nc3ccccc3[nH]2)n1	103.0	0.1
COc1cc(-c2nc3ccc(Cl)cn3c2Nc2ccc3c(c2)OCCO3)ccc1O	108.0	-0.1
O=C(CC1SC(=O)N(CN2CCOCC2)C1=O)Nc1cccc(O)c1 (stereo unspecified)	101.0	-0.3
CC1CCCC(C)N1C(=O)CSc1nnc(-c2ccccc2)n1N (stereo unspecified)	100.0	-0.3
COC(=O)c1ccn(C(=O)c2ccnn2C)n1	105.0	0.2
CC(C)(C#N)NCc1ccco1	102.0	0.1
Cc1cccc(CCNC(=O)C2CCN(S(=O)(=O)c3ccc4[nH]c(=O)ccc4c3)CC2)c1	103.0	0
Cc1c(Cl)cccc1-n1ncnc1-c1ccc(N(C)C)cc1	100.0	-0.2
O=C(CCCN1C(=O)CCC1=O)Nc1ccc2c(c1)OCCO2	103.0	0.4
Cc1cccc(OCCCn2c(=O)sc3ccccc32)c1	97.0	-0.8
Cc1sc(-c2cc3ccccc3oc2=O)nc1-c1ccc(Cl)c(Cl)c1	99.0	-1.8
COc1cc(C(=O)OCC(=O)c2cc(C)n(C)c2C)cc(NC(=O)c2ccco2)c1OC	108.0	0.5
Cc1n[nH]c(C)c1CC(=O)NCCC1=CCCCC1	102.0	0.8
CCOC(=O)c1c(CC(C#N)(c2ccccc2)c2ccccc2)oc2ccc(OC)cc12	106.0	0.3
CC(C)[N+]1(C)C2CCC1CC(OC(=O)C(CO)c1ccccc1)C2 (stereo unspecified)	99.0	0
O=c1c(=NNc2nn[nH]n2)c(=O)c2ccccc12	-20.0*	-15.5*
CC(=O)NC(=O)c1nnn(-c2ccc(C)cc2)c1NC(C)=O	101.0	-0.1
CS(=O)(=O)N(CCc1ccccc1)CC(=O)N1CCCC1	105.0	1
COc1cc(CO)ccc1OCC(=O)N1c2ccccc2CC1C (stereo unspecified)	101.0	0
COc1cc(/C=C/C(=O)OCc2cn3cc(Cl)ccc3n2)ccc1O	100.0	-0.3
CCCCn1c(C)nc2ccc(S(N)(=O)=O)cc21	101.0	-0.3
CC1(C)CC(=O)c2cnc(NCc3ccccc3)nc2C1	102.0	0.1
CCCCNS(=O)(=O)c1ccc2[nH]c(=S)[nH]c2c1	88.0*	-1.6*
N#Cc1cnc(SCCc2ccccc2)nc1N	105.0	1
CCCCn1c(SCC(=O)NCc2ccco2)nc2ccccc2c1=O	102.0	0.1
CC1CC(C)CN(C(=O)Cn2c(SCC(=O)N(C(C)C)C(C)C)nc3ccccc32)C1 (stereo unspecified)	102.0	0.2
O=C(O)c1ccc(N2N=C(C(F)(F)F)/C(=C/c3ccc(-c4ccc5c(c4)C(=O)NC5=O)o3)C2=O)cc1	109.0	0.8
CC1=C(C(=O)N(C)C)C(c2ccccc2)NC(=S)N1 (stereo unspecified)	103.0	0.5
C=CCSc1nc2ccccc2n1CN1CCCC(C(N)=O)C1 (stereo unspecified)	103.0	0.1
Cc1ccc(NC(=O)C(NS(=O)(=O)c2ccc3nc(C)sc3c2)C(C)C)cc1 (stereo unspecified)	100.0	-0.3
CN(C1=NS(=O)(=O)c2ccccc21)c1ccccc1	101.0	0.2
O=C(/C=C/c1ccccc1)CC(O)(c1ccccc1)C(F)(F)F (stereo unspecified)	102.0	0
O=C(Cc1n[nH]c(=O)c2ccccc12)N/N=C/c1ccncc1	104.0	0.6
CC1=CC(C)(C)N(C(=O)CSc2nnc(-c3ccccc3)o2)c2ccccc21	100.0	-0.2
CNC(=S)Nn1cnc2ccccc21	102.0	0.2
Cc1nc2ncnn2c(C)c1CCC(=O)NCc1ccc(Cl)cc1	107.0	0.1
O=C1CC(n2nc(Nc3ccccc3)n(-c3ccccc3)c2=S)C2COC1O2 (stereo unspecified)	102.0	-0.3
N#Cc1ccccc1COC(=O)c1nc(-c2ccccc2)n(-c2ccccc2)n1	102.0	-0.2
CCc1ccc2c(c1)C1CC(C)(NC(=S)N1)O2 (stereo unspecified)	99.0	-0.7
Cc1cc(C)cc(OC(=O)CCN2C(=O)c3ccccc3C2=O)c1	102.0	0.1
O=c1c(S(=O)(=O)c2ccccc2)cn(Cc2ccc(F)cc2)c2cc(N3CCCC3)c(F)cc12	107.0	-0.1
COc1cccc(CNC(=O)CN2C(=O)CCn3nc(-c4cn(C)c5ccccc45)cc32)c1OC	104.0	-0.6
CC1CC(=O)NN=C1c1cccs1 (stereo unspecified)	103.0	0
Cc1ccc(-n2nnnc2CNC(=O)c2ccccc2)cc1C	113.0	1.1
O=C(O)CCCC(=O)N1CCN(C(c2ccccc2)c2ccccc2)CC1	104.0	0.3
Cc1ccc(C)c(NC(=O)Cn2ncc3ccccc32)c1	102.0	0.1
COc1ccc(/C=N/NC2=NS(=O)(=O)c3ccccc32)cc1	104.0	0.4
O=C1CN=C(Nc2ccc(F)cc2)N1C1CCCC1	102.0	0.1
CCCN(C(=O)c1cn(C)c(=O)c2cc(OC)c(OC)cc12)c1ccc(CC)cc1	105.0	0.1
Cc1nn(-c2ccccc2)c2c1-c1sc(C(=O)NC3CC3)cc1CC2	101.0	0.3
O=C(COc1ccccc1)N1CCN(C(=O)COc2ccccc2)CC1	103.0	0
O=C(NCc1ccco1)Nc1ccccc1	103.0	0.5

# Grouped by structure: those above with a CF3 group.
structure	Polio RdRp inh	Polio RdRp inh FP z-score
O=C(O)c1ccc(N2N=C(C(F)(F)F)/C(=C/c3ccc(-c4ccc5c(c4)C(=O)NC5=O)o3)C2=O)cc1	109.0	0.8
O=C(/C=C/c1ccccc1)CC(O)(c1ccccc1)C(F)(F)F (stereo unspecified)	102.0	0

# New compounds follow:
structure	Polio RdRp inh	Polio RdRp inh FP z-score
Cc1cc(C)cc(NC(=O)CC(C)n2nc(C)cc2C)c1 (stereo unspecified)	101.0	-1.3
Cc1ccc(N=C2CCCN2Cc2ccccc2)c(C#N)c1	102.0	0.3
CC1CCC(C(C)C)C(OC(=O)CN2CCCCC2)C1 (stereo unspecified)	90.0	-1.3
CC(C)Nc1nc(Cl)nc(NC(C)(C)CO)n1	105.0	0.3
CC(C)(CO)C(O)C(=O)NN (stereo unspecified)	99.0	-0.7
O=C1c2cccnc2C(=O)N1c1ccc2c(c1)OCO2	105.0	1.3
CC(C)n1cc(C(=O)O)c(=O)c2ccccc21	103.0	0.2
CCCc1cc(=O)[nH]c2c1c(C)nn2-c1cccc(F)c1	102.0	0.9
Cc1ccc(-c2onc(C)c2C)cc1S(=O)(=O)NCc1ccco1	109.0	0.5
CN(c1ccc(C(=O)NCc2cccnc2)cc1)S(C)(=O)=O	105.0	0.7
OC[C@H]1O[C@@H](n2cnc3cc(Cl)c(Cl)cc32)C(O)[C@H]1O (stereo partly specified)	99.0&99.0	-0.3&0.1
C(=NCCCN1CCOCC1)c1ccc2c(c1)OCO2	99.0	-0.2
COc1ccc(/C=C(\C#N)C(=O)ONC2=NCCCCC2)cc1	100.0	-0.1
COc1cccc2[nH]c(C(=O)NCc3ccc4c(c3)CCN4C(=O)c3ccc(F)cc3)cc12	109.0	0.5
Nc1ccccc1C(=O)NCc1ccccc1	100.0	-0.2
CCCCOC(=O)c1ccc(NS(=O)(=O)c2c(C)nc3scc(C)n3c2=O)cc1	103.0	-0.5
Cc1cnc(NC(=O)c2ccc3c(c2)OCO3)s1	101.0	0.4
CC(=O)Nc1sc2c(c1CN(C)C)CCCC2	107.0	0.5
O=C(NC1CC1)c1ccccc1SCc1ccc(F)cc1	91.0	-1.2
Cc1ccc(C)n1-c1ccc(C(=O)NN)s1	111.0	0.9
Cc1oc2c(c1C(=O)NCc1cccc(Br)c1)C1=NCCN1C=N2	106.0	-0.1
Clc1ccc(OCc2ccsc2Cn2cccc2)cc1	109.0	1
O=C(O)c1cccc(Oc2cccc(C(F)(F)F)c2)c1	102.0	-0.1
O=C1CCC(C2CCC3(CC2)OCCO3)CC1	103.0	0.4
CCOc1ccc(OCC)c(NC(=O)c2cnc(SC)nc2-c2ccccc2)c1	106.0	-0.2
Cc1sc2nc(CN3CCOCC3)nc(N(C)Cc3ccccc3)c2c1C	111.0	0.4
COc1cccc(CSc2nnc(-c3ccc(F)cc3)o2)c1	100.0	-0.5
COc1ccc(/C=N\N2CCN(Cc3ccc(C)cc3)CC2)cc1OC	99.0	-0.3
Cc1cccc(CSc2nc3ccncc3n2Cc2ccc(C(=O)O)cc2)c1	108.0	-0.7
COc1ccc(Nc2ncc(C(=O)Nc3cccc(Cl)c3)c3ccccc23)cc1	94.0	-3.5

# Three entries out of the list, ordered by molar mass, smallest number first.
structure	Polio RdRp inh	Polio RdRp inh FP z-score
Cc1ccc(C)n1-c1ccc(C(=O)NN)s1	111.0	0.9
Cc1cnc(NC(=O)c2ccc3c(c2)OCO3)s1	101.0	0.4
COc1ccc(Nc2ncc(C(=O)Nc3cccc(Cl)c3)c3ccccc23)cc1	94.0	-3.5

# (list continues)
structure	Polio RdRp inh	Polio RdRp inh FP z-score
Cc1ccc(NC(=O)c2oc3ccc(S(=O)(=O)N4CCCCC4)cc3c2C)cc1C	109.0	0
NC1=NN(c2c(Cl)cc(Cl)cc2Cl)C(=O)C1	99.0	0
COc1ccc(-c2cc(C(F)(F)F)nc(SCC(=O)N3CCCCC3)n2)cc1OC	107.0	0.7
O=C1NC(=O)c2cccc3cccc1c23	99.0	-0.2
N=C1C(c2nc(-c3ccc(Br)cc3)cs2)=C(O)CN1C1CCS(=O)(=O)C1 (stereo unspecified)	101.0	0.1
COc1ccccc1/C=C(/C(=O)OCC(=O)Nc1oc(C)c2c(C)n[nH]c(=O)c12)c1ccccc1	102.0	-0.2
COc1ccccc1N1CCN(CCCNC(=O)c2nnc(Cc3ccc(F)cc3Cl)o2)CC1	102.0	-0.7
COC(=O)C1=C(C)NC2=C(C(=O)CC(C)(C)C2)C1c1ccncc1 (stereo unspecified)	94.0	-1.4
Cc1nnc(NCCCO)[nH]c1=O	101.0	-0.4
CC(NC(=O)CSc1nc2ccc(N=Cc3ccccc3O)cc2s1)c1ccccc1 (stereo unspecified)	104.0	0.4
CN(C)S(=O)(=O)c1ccccc1	101.0	0.2
S=C(NC1CCCCC1)N(Cc1ccccc1)Cc1ccccc1	104.0	0.6
CCn1nc(C)c(N=Cc2ccc(N(C)C)c(Br)c2)c1C	101.0	0
CCS(=O)(=O)N1Cc2ccccc2CC1C(=O)OCC(=O)Nc1ccc(C(F)(F)F)cc1 (stereo unspecified)	98.0	-0.9
CCOC(=O)c1oc2c(c1C)-c1nn(Cc3ccccc3Cl)cc1CC2	103.0	-1.3
Nc1ccc(S(=O)(=O)NC(=O)c2ccccc2)cc1	100.0&100.0	0&0.1
COC(=O)C1=C(C)SC(N)=C(C#N)C1c1ccc(OC(C)C)c(OC)c1 (stereo unspecified)	100.0	0
COc1ccc(-c2nc(Cn3c(SCc4cccc(F)c4)nc4cccnc43)c(C)o2)cc1	107.0	-0.4
C[C@]12C=CC(=O)C=C1CC[C@@H]1[C@@H]2[C@@H](O)C[C@@]2(C)[C@H]1CC[C@]2(O)C(=O)CO	100.0	0.1
Cc1[nH]cnc1CN1CCCCCCC1	100.0	-0.1
CCOC(=O)N1CCN(c2cc(Nc3c(C)cc(C)cc3C)c3c4c(onc24)-c2ccccc2C3=O)CC1	75.0	-4.3
COc1ccc2cc(CNc3ccc(OC)c(OC)c3)c(=O)n(CC(=O)Nc3ccc(C)cc3)c2c1	107.0	0.2
O=S(=O)(Nc1ccc(Cl)cc1OC(F)(F)F)C(F)(F)F	98.0	-1.6
CCc1ccc(-c2cc(C)no2)cc1S(=O)(=O)N1CCN(c2ccccn2)CC1	102.0	0.3
CC(NC(=O)Cc1noc2ccccc12)c1ccccc1 (stereo unspecified)	105.0	0.8
COc1ccc(Cn2c(=O)[nH]c3cc(C(=O)NCc4ccccc4)ccc3c2=O)cc1	102.0	0.2
CCCc1noc2c1C(c1cc(Br)ccc1F)C(C#N)=C(N)N2 (stereo unspecified)	103.0	0.5
O=C(Cn1c(=O)nc(-c2ccccc2)c2cc(Cl)ccc21)N1CCN(c2ccccc2F)CC1	105.0	-0.1
COCCN1CN=C(NS(=O)(=O)c2ccc(C)cc2)NC1	101.0	-1
CO/N=C(\C(=O)NC1C(=O)N2C(C(=O)OCOC(=O)C(C)(C)C)=C(/C=C\c3scnc3C)CSC12)c1csc(N)n1 (stereo unspecified)	100.0	0.1
CCOc1ccc(CNC(=O)CCS(=O)(=O)c2ccc3c(c2)oc(=O)n3C)cc1	109.0	0.2
CNC(=O)CSc1nnc(-c2ccco2)n1CC1CCCO1 (stereo unspecified)	100.0	-0.4
COC(=O)Cn1c(=N)n(Cc2ccc(C(C)(C)C)cc2)c2ccccc21	101.0	-0.3
CC1CC(C)CN(C(=O)Nc2cccc(Cl)c2)C1 (stereo unspecified)	102.0	0.6
C/C(=C\C(=O)c1ccccc1)Nc1cccc(O)c1	100.0	-0.1
